MrgX1 agonist = agonists of human MrgX1 receptor; Q96LB2; MrgX1-HEK293 cells, Fluo-4 calcium fluorescence, agonist mode; stronger effect = higher value; B-score at 10 µM; 0.44% of 310,000 active;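 active = calcium response B-score plate-corrected fluorescence ratio at least 3 library SD, with starting fluorescence B-score inside 5 SD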
Target sequence (Q96LB2 whole entry, looked up): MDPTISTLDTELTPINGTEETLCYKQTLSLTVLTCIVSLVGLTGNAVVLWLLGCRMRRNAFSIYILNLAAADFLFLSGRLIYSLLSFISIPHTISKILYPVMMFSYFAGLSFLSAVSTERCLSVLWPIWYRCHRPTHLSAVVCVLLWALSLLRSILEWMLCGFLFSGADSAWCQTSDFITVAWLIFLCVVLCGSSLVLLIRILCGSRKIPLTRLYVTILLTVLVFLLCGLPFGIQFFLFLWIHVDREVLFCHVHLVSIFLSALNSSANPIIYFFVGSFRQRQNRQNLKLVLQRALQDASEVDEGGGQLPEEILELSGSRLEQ
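Material: MrgX1-expressing HEK293 cells / Dosing: compound as first of three additions / Incubation: overnight seeding, then 1 h dark dye loading / Signal: Fluo-4 NW calcium fluorescence / Evaluation: B-scored fluorescence response ratio / Benchmarks: positive and negative control wells on each plate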
TRPC6 inhibitor = inhibitors of mouse TRPC6 channel | 1.1% of 310,000 active | B-score at 10 µM | Q61143 | HEK293-TRPC6, membrane potential dye, ACh-evoked depolarization; stronger effect = lower value | AID 2553;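 active = B-score under library mean minus 3 SD, initial fluorescence not abnormally high, positive integrated signal ratio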;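 note: B-score derived from integrated fluorescence ratio over the kinetic read; more negative B-score means stronger inhibition of depolarization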
TMEM16A act = mouse TMEM16A channel activation, primary screen | Q8BHY3 | HEK293 TMEM16A/YFP-H148Q/I152L, iodide quench fluorescence; stronger effect = lower value | B-score at 10 µM | 0.3% of 340,000 active;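 active = fluorescence-ratio B-score plate-corrected deviation score at least 3 library SD below zero, with starting fluorescence score within 5 deviations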;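 note: channel opened by trigger with iodide after compound preincubation; score built on the fluorescence ratio of max minus min over baseline; more negative score means more quench and so TMEM16A activation or potentiation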
RGS4 pot = RGS4 potentiation or activation; 0.92% of 310,000 active; B-score at 10 µM; HEK293 M3R/inducible RGS4, carbachol calcium flux Fluo4; stronger effect = lower value; AID 463111;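 active = B-score of the integrated calcium signal more than 4 SD below the library mean, with starting fluorescence not abnormally high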;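 note: negative B-score means reduced calcium response which marks RGS4 activation or potentiation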
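Reagent: ECmax carbachol challenge; Test system: M3R-expressing HEK293 line, RGS4 induced by doxycycline; Schedule: overnight RGS4 induction, 30 min dye load 37 °C, 20 min compound RT; Detection: calcium dye Fluo4 fluorescence; Read-out: Agonist-evoked peak-minus-minimum fluorescence over baseline, integrated ratio, B score.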
MrgX1 antagonist = blocks BAM8-22 activation of human MrgX1 receptor. B-score at 10 µM. Q96LB2. MRGX1-HEK293 calcium flux, Fluo-4, BAM8-22 antagonism; stronger effect = lower value. 1.3% of 310,000 active. AID 588676;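 active = calcium-response B-score plate-corrected more than 3 library SD below zero, starting fluorescence within 5 deviations, no agonist response on first addition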;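 note: peak minus trough fluorescence over baseline after final BAM8-22 challenge near maximal dose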
RGS4 inh = inhibitors of human RGS4; HEK293 M3R/RGS4 inducible, Fluo-4 calcium flux; stronger effect = higher value; triggered by carbachol at its EC20; 0.45% of 310,000 active; P49798; B-score at 10 µM; AID 463165;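 active = B-score, a plate-corrected calcium signal, over three deviations above library mean, with baseline fluorescence within five deviations of library mean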;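 note: RGS4 expression induced by doxycycline in cells with stable M3 receptor; B-score is computed from the integrated fluorescence ratio over baseline after carbachol; higher B-score means a larger calcium signal and so more RGS4 inhibition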
Target sequence (P49798 whole entry, looked up): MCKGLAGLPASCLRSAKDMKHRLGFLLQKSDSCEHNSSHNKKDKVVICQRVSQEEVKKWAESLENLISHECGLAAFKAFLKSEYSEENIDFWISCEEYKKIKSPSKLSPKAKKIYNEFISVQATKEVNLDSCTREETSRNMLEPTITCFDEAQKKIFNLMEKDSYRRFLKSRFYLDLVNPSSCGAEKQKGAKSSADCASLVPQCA
MrgX1 PAM = human MrgX1 positive allosteric modulation, primary screen | MrgX1-HEK293, Fluo-4 calcium flux, FDSS; stronger effect = higher value | B-score at 10 µM | 0.63% of 310,000 active;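 active = plate-corrected calcium response at least 3 library SD above typical, normal starting fluorescence, not activating the receptor alone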;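 note: compound read alongside a low EC10 to EC30 dose of BAM8-22 agonist; peak minus trough fluorescence over baseline measured at the second addition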
HDAC3 inhib = human HDAC3 inhibition | 0.15% of 320,000 active | recombinant HDAC3, fluorogenic peptide/trypsin coupled, fluorescence | AID 2718 | inhibition, % at 8.3 µM | O15379; in the data active = inhibition above about 26%, passing the limit was not always enough; inconclusive = no clear call, values can overlap the other calls
Target sequence (O15379 whole entry, looked up): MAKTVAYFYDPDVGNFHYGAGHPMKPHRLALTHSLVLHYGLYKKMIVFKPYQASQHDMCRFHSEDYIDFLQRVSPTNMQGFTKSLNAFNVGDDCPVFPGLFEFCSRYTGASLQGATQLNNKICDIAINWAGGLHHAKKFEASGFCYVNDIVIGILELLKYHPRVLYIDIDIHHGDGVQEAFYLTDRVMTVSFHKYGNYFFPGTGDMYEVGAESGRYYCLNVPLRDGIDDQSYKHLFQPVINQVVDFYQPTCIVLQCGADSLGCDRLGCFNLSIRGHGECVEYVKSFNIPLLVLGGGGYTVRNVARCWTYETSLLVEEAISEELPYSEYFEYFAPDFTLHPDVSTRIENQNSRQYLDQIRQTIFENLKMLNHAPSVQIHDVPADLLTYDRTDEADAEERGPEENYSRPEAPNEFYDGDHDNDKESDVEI
SKKanGAS inh = blocks kanamycin growth of S. pyogenes SKKanGAS strain. BacTiter-Glo, 6 h. inhibition, % at 7.5 µM. 1.3% of 300,000 active;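 active = mean replicate score, as percent of positive control median, at least 50; inconclusive = mean below 50 but one replicate at or above 50; inactive = mean and every replicate below 50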;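 note: strain carries kanamycin resistance gene driven by streptokinase promoter and grows in 40 µg/ml kanamycin; loss of luminescence reflects streptokinase promoter inhibition or plain growth inhibition; 0% = median of DMSO wells and 100% = positive control at its reference dose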
TMEM16A inh = mouse TMEM16A channel inhibition, primary screen; Q8BHY3; HEK293 TMEM16A/YFP iodide influx fluorescence, ionomycin; normalized B-score (activity score, 25-100; higher = stronger inhibition) at 10 µM; 1.2% of 310,000 active; AID 588511;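 active = ratio plate-corrected score three or more library SD toward inhibition, starting fluorescence score within five deviations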;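 note: score derived from kinetic fluorescence span divided by baseline fluorescence per well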
TRPC6 activator = activators of mouse TRPC6 channel; Q61143; HEK293-TRPC6 membrane potential dye fluorescence; stronger effect = higher value; B-score at 10 µM; 0.13% of 310,000 active; AID 2550;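 active = B-score of the integrated fluorescence ratio above library mean plus 3 SD, and starting fluorescence ratio within library mean plus 5 SD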;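 note: higher score means more depolarization so channel activation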
Numbers without * were called inactive; i = inactive; ? = inconclusive; . = no result given.

SMILES	MrgX1 agonist	TRPC6 inhibitor	TMEM16A act	RGS4 pot	MrgX1 antagonist	RGS4 inh	MrgX1 PAM	HDAC3 inhib	SKKanGAS inh	TMEM16A inh	TRPC6 activator
O=c1c2cc(N3CCOCC3)ccc2[nH]c(=S)n1CCCN1CCCCCC1	i	i	i	i	i	i	i	3	-4	i	i
O=C(c1ccc2nc(Cc3cccc(Cl)c3)oc2c1)N1CCC(CO)CC1	i	i	i	i	i	i	i	8	5	i	i
CC(C)(C)c1ccc(C(=O)N2CCN(Cc3ccccc3)CC2)cc1	i	i	i	i	i	i	i	10	-2	i	i
NNC(=O)COc1ccc(F)cc1	i	i	i	i	i	i	i	-4	1	i	i
C1CCC(Nc2nnnn2C2CCCCC2)CC1	i	i	i	i	i	i	i	-4	8	i	i
CN(C)S(=O)(=O)c1ccc(N2CCCC2)c(C(=O)Nc2cccc(F)c2)c1	i	i	i	i	i	i	i	-1	-6	i	i
O=C(NCc1ccon1)C1CCC(=O)N(CCc2cccc(F)c2)C1 (stereo not drawn)	.	i	i	i	.	i	.	.	6	.	i
CCOc1ccc(NC(=S)N2CCN(CCN3C(=O)c4cccc5cccc(c45)C3=O)CC2)cc1	i	i	i	i	i	i	i	0	12	i	i
COc1ccc(C(=O)Nc2cc3c(cc2N2CCOCC2)n(C)c(=O)n3C)cc1OC	i	i	i	i	i	i	i	0	-1	i	i
O=C(c1ccccc1-c1nc(-c2ccc(Cl)cc2)no1)N1CCCC1	i	i	i	i	i	i	i	3	1	i	i
CC(C)(C)Cc1nnc(NS(=O)(=O)Cc2ccccc2)s1	i	i	i	i	i	i	i	-10	0	i	i
COC1CCN(C(=O)CC2C(=O)NCCN2CC2CCCCC2)CC1 (stereo not drawn)	i	i	i	i	-5.3*	i	i	-17	4	i	i
COCCNC(=S)N(CCc1c(C)[nH]c2ccc(Cl)cc12)Cc1cccnc1	i	-7*	i	i	i	i	i	.	13	i	i
O=C(O)c1cc(/C=C/c2ccc(N3CCOCC3)cc2)nc2ccccc12	i	i	i	i	i	i	i	3	.	i	i
COc1cc(/C=C2/SC(=S)N(CC(=O)O)C2=O)ccc1OCC(=O)Nc1ccc(C)c(C)c1	i	i	i	i	i	i	i	11	26	i	i
O=S(=O)(NCC(c1ccco1)N1CCOCC1)c1ccc(Cl)cc1 (stereo not drawn)	i	i	i	i	i	i	i	5	-1	i	i
O=C(O)C1CSC(c2ccccc2Cl)N1C(=O)c1ccc(Cl)cc1 (stereo not drawn)	i	i	i	i	i	i	i	.	-8	i	i
N#Cc1c(-c2ccccc2)nc(SCC(=O)Nc2ccccc2)[nH]c1=O	i	.	i	.	i	.	i	6	.	i	.
Cc1ccc(Nc2ccc(-n3ccnc3)nn2)cc1C	i	i	i	i	i	i	i	2	-19	i	i
COc1ccc(CN=C2NN=C(c3cccc(OC)c3)CS2)cc1	i	i	i	i	i	i	i	1	5	i	i
COc1ccc(C2(CNC(=O)c3cccs3)CCOCC2)cc1	i	i	i	i	i	i	i	-1	0	i	i
CO[C@H]1O[C@@H]2O[C@@]3(C)CC[C@H]4[C@H](C)CC[C@@H]([C@H]1C)[C@@]24OO3	i	i	.	i	i	i	i	0	-2	i	i
CCN(CC)C(=O)c1ccc2c(=O)n(CCOC)c(=S)[nH]c2c1	i	i	i	i	i	i	i	-1	-6	i	i
N#Cc1ccc(NC(=O)CN2CCN(c3ccccn3)CC2)cc1	i	i	i	i	i	i	i	6	-3	i	i
NS(=O)(=O)c1ccc(NC(=O)COC(=O)COc2ccc(Br)cc2)cc1	i	i	i	i	i	i	i	.	-2	i	i
Cc1cc(-c2nc(-c3ccc(C(C)(C)C)cc3)no2)no1	i	i	i	i	i	i	i	1	-1	i	i
COc1ccc(NC(C)=O)cc1NC(C)C(=O)Nc1ccccc1F (stereo not drawn)	i	i	i	i	i	i	i	-6	4	i	i
CC/C(=N\NC(=O)CSc1ncccn1)c1ccc2c(c1)OCCO2	i	i	i	i	i	i	i	1	-4	i	i
CCCn1nc(NC(=O)c2ccco2)c2cc3ccccc3nc21	i	i	i	i	i	i	i	-3	-2	i	i
Cc1ccn2cc(C(=O)NC3CCN(Cc4ccccc4)CC3)nc2c1	i	i	i	i	i	i	i	-8	-2	i	i
CCN=c1scc(-c2ccco2)n1/N=C/c1ccc(O)cc1	i	i	i	i	i	i	i	4	23	i	i
CC(CCc1ccccc1)NC(=O)C1CCN(c2nnc(-n3cccc3)s2)CC1 (stereo not drawn)	i	i	i	i	i	i	i	-6	0	i	i
CC1CCc2c(C(=O)NCCCN3CCOCC3)csc2C1 (stereo not drawn)	i	i	i	i	i	i	i	-6	1	i	i
Cc1n[nH]c(C)c1CCCCOc1ccccc1	i	i	i	i	i	i	i	4	3	i	i
O=C1N/C(=N\N=C\c2cccs2)SC1Cc1cccc(Cl)c1Cl (stereo not drawn)	i	i	i	i	i	i	i	0	-25	i	i
CCc1nn2c(NCCOC)cc(C)nc2c1-c1ccc(F)cc1	i	i	i	i	i	i	i	0	4	i	i
O=C(C1CC1)N1CCc2cc(Br)cc(S(=O)(=O)NCC3COc4ccccc4O3)c21 (stereo not drawn)	i	i	i	i	i	i	i	8	2	i	i
COc1cccc(CN2CCNC(=O)C2CC(=O)N(C)CCC2CCOCC2)c1OC (stereo not drawn)	i	i	i	i	i	i	i	3	-10	i	i
O=C(CSc1ccccn1)c1ccc2c(c1)OCO2	i	i	i	i	i	i	i	4	9	i	i
CCOc1ccc(NC(=O)NC23CC4CC(CC(C4)C2)C3)cc1	i	i	i	i	i	i	i	-9	-2	i	i
Cc1cc(C(F)F)n2ncc(C(=O)NCc3ccccc3)c2n1	i	i	i	i	i	i	i	2	-4	i	i
CC(C)NC(=O)c1onc(CSc2ccc(F)cc2)c1C(=O)O	i	i	i	i	i	i	i	2	3	i	i
C1CCCN(CCCCN2CCCCCC2)CC1	i	i	i	i	i	i	i	-1	4	i	i
COc1ccc(/C=N\NC(=O)c2ccc(=O)[nH]n2)cc1O	i	i	i	i	i	i	i	7	2	i	i
O=C1CCCN1CC(O)CS(=O)(=O)Cc1ccc(Cl)c(Cl)c1 (stereo not drawn)	i	i	i	i	i	i	i	-4	-2	i	i
COCCNC(=O)C(c1ccc(F)cc1)N(C(=O)CCC(=O)Nc1ccccn1)C1CCCCC1 (stereo not drawn)	i	i	i	i	i	i	i	-1	-4	i	i
O=C(NC1CCN(Cc2ccccc2)CC1)c1cccc(S(=O)(=O)Nc2ccc(Br)cc2)c1	i	i	i	i	i	i	i	3	7	i	i
O=C(Nc1ccc(Oc2ccc(NC(=O)C3CCCO3)cc2)cc1)C1CCCO1 (stereo not drawn)	i	i	i	i	i	i	i	-2	10	i	i
CC(CCc1ccccc1)NC(=O)CN1CCOc2ccccc21 (stereo not drawn)	i	i	i	i	i	i	i	-8	-8	i	i
CS(=O)(=O)Nc1nnc(SCC(=O)Nc2cccc([N+](=O)[O-])c2)s1	i	i	i	i	i	i	i	-7	6	i	i
Clc1ccc2nc3ccccn3c2c1	i	i	i	i	i	i	i	-79	1	i	i
CCc1ccc(OCc2nnc(SCC(=O)N3CCOCC3)o2)cc1	i	i	i	i	i	i	i	-1	0	i	i
COc1ccc(OCC(=O)Nc2ccc(S(=O)(=O)Nc3nc(C)cc(C)n3)cc2)cc1	i	i	i	i	i	i	i	-1	5	i	i
COc1ccc([N+](=O)[O-])cc1N(CC(=O)Nc1ccccc1C(=O)N1CCOCC1)S(C)(=O)=O	i	i	i	i	i	i	i	7	-8	i	i
CCOC(=O)c1cnc2c([N+](=O)[O-])cnn2c1C	i	i	i	i	i	i	i	4	-3	i	i
Cc1noc(C)c1C(=O)NCc1ccco1	i	i	i	i	i	i	i	0	5	i	i
COc1ccc(C2C(C(N)=O)=C(C)Nc3nc(-c4cccc(Cl)c4)nn32)cc1OC (stereo not drawn)	i	i	i	i	i	i	i	?	0	i	i
O=C(c1ccsc1)N1CCCC(N2CCN(c3cccc(C(F)(F)F)c3)CC2)C1 (stereo not drawn)	i	i	i	i	i	i	i	0	-1	i	i
O=C(Nc1ccc(Cl)cc1)NC1CCCCC1	i	i	i	i	i	i	i	-10	2	i	i
O=C(c1ccc([N+](=O)[O-])o1)N1CCc2ccccc21	i	i	i	i	i	i	i	-4	23	i	i
(cont.)
SMILES	MrgX1 agonist	TRPC6 inhibitor	TMEM16A act	RGS4 pot	MrgX1 antagonist	RGS4 inh	MrgX1 PAM	HDAC3 inhib	SKKanGAS inh	TMEM16A inh	TRPC6 activator
CCC(CC)C(=O)NCCc1cc2c(OC)ccc(OC)c2[nH]c1=O	i	i	i	i	i	i	i	2	3	i	i
Cc1ccnc(NC(=O)C2CC(=O)N(c3ccc4c(c3)OCCO4)C2)c1 (stereo not drawn)	i	i	i	i	i	i	i	-3	-2	i	i
CN(c1ccccc1)S(=O)(=O)c1cc(C(=O)N2CCN(c3ccccn3)CC2)ccc1Cl	i	i	i	i	i	i	i	2	-3	i	i
CCOC(=O)C1CN(S(=O)(=O)c2ccc(OC)cc2)c2cc(CC(=O)OC)ccc2O1 (stereo not drawn)	i	i	i	i	i	i	i	-3	4	i	i
O=C(Nc1ccccc1N1CCOCC1)C1CCN(S(=O)(=O)c2ccc(Cl)cc2)CC1	i	i	i	i	i	i	i	4	-5	i	i
CC(=O)Nc1ccc(S(=O)(=O)NCC2CCC(C(=O)NCCc3ccccc3)CC2)cc1 (stereo not drawn)	i	i	i	i	i	i	i	0	0	i	i
CCOC(=O)N1CCN(C(=O)CN(C2CCCCC2)S(=O)(=O)c2ccc(Cl)cc2)CC1	i	i	i	i	i	i	i	-2	-1	i	i
Cc1cccc(N(C(=O)CNC(=O)c2cccs2)C(C(=O)NC2CCCC2)c2cccnc2)c1 (stereo not drawn)	i	i	i	i	i	i	i	2	-1	i	i
COc1ccc(NC(=O)c2ccco2)cc1NC(=O)c1ccccc1[N+](=O)[O-]	i	i	i	i	i	i	i	.	0	i	i

Screening results deposited in PubChem BioAssay by several laboratories.
